Screens: PubChem, Sanford-Burnham Center for Chemical Genomics
tim23-1 inh = inhibits growth of tim23-1 mutant yeast. S. cerevisiae tim23-1 growth, BacTiter-Glo luminescence, 24 h. inhibition, % at 20 µM. 1.3% of 330,000 active. AID 463212;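 active = growth inhibition of the mutant yeast at or above 50%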;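 also: temperature-sensitive mutant grown at 25 °C; plate controls were DMSO-treated mutant yeast for no effect and medium wells lacking yeast for full effect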
APJ ag = activates the human apelin receptor APJ; P35414; CHO-K1 APJ PathHunter beta-arrestin, luminescence; 0% DMSO wells, 100% apelin; activation, % at 20 µM; 0.11% of 330,000 active; AID 2520;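 active = activation more than six SD over the plate average, tested at 20 µM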;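 also: 0% = DMSO alone and 100% = apelin-13 at 10 nM; some results filed as inactive read as strong as hits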
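Test system: CHO-K1 APJ beta-arrestin complementation cell line. Amount: cell density 1000 per well. Controls: DMSO negative, 10 nM Apelin-13 positive. Signal: luminescent beta-gal fragment complementation, chemiluminescent substrate. Read-out basis: agonist-driven arrestin binding to APJ. Timing: compound stimulation 90 min at 25 °C, detection 60 min.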
Mdm2-MdmX inh = disrupts the human Mdm2-MdmX interaction; 3% of 330,000 active; O15151+Q00987; AID 485346; inhibition, % at 8 µM; SaOS-2 split-luciferase Mdm2/MdmX complementation, luminescence;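 active = inhibition of at least 50% at 8 µM in the primary screen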
Target sequence (O15151 whole entry, looked up): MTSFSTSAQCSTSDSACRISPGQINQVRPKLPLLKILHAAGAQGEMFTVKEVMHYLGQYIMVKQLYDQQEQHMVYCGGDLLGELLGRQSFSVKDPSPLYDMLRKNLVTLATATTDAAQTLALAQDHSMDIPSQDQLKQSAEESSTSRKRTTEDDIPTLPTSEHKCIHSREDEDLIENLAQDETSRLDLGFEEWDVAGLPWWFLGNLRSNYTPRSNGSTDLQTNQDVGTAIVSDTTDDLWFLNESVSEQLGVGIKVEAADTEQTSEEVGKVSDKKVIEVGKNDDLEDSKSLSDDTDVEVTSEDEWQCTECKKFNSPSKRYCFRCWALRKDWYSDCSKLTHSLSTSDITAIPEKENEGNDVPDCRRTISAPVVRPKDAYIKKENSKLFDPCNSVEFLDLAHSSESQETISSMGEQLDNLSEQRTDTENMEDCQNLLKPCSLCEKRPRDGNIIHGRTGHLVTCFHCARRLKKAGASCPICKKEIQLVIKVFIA
Target sequence (Q00987 whole entry, looked up): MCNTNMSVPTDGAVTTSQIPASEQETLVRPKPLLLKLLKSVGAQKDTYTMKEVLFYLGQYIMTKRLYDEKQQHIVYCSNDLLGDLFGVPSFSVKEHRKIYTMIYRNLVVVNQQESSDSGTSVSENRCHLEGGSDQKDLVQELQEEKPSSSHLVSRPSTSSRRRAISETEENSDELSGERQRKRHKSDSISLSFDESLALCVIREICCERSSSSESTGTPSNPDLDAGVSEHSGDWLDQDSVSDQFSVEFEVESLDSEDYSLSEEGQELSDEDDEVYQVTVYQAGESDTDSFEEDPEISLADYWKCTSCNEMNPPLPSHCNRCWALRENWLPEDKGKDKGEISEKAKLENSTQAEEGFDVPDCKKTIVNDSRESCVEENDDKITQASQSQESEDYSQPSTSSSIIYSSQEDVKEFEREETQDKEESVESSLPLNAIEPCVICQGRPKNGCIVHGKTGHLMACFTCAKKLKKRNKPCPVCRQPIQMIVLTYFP
NR3A LBD binder = modulates the human NR3A ligand-binding domain; NR3A LBD differential scanning fluorimetry, Tm shift; 0% = protein alone, 100% = glycine-bound protein; Tm shift relative to glycine control, % at 25 µM; 2.5% of 340,000 active;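 active = melting temperature shift of at least 10% of the positive control shift, at one fixed dose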
tim10-1 inh = tim10-1 yeast growth inhibition | 2.2% of 330,000 active | S. cerevisiae tim10-1 ts strain growth, BacTiter-Glo, 24 h | AID 463190 | inhibition, % at 20 µM;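 active = inhibition of at least 40%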;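 also: mutant grown at 25 °C; 0% = DMSO wells with yeast and 100% = wells holding no yeast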
TIM10 inh = growth inhibitors of TIM10 yeast strain; S. cerevisiae TIM10 strain growth, BacTiter-Glo luminescence, 24 h; inhibition, % at 10 µM; 1.4% of 330,000 active;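 active = inhibition of 40% or more at the single tested concentration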;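 also: wild-type TIM10 isogenic control strain grown at permissive 25 °C; 0% = DMSO yeast wells and 100% = minimal medium wells without yeast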
CHOP UPR activ = activators of apoptotic arm of unfolded protein response (CHOP); CHO-CHOP luciferase reporter, UPR activation, luminescence; percent of tunicamycin response over DMSO baseline; activation, % at 10 µM; 0.34% of 330,000 active; AID 449763;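 active = at 10 µM dose, activation of 40% or more, normalized to positive control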;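 also: 100% = tunicamycin at 10 µg/mL and 0% = DMSO alone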
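Assay system: CHO-CHOP cells, stable luciferase reporter of PERK-eIF2a-CHOP signalling / Buffer or medium: F12 plus 10% serum / Compound dosing: one dose, 10 µM in 0.5% DMSO / Times: 6 h compound treatment, 37 °C / Technique: luciferase luminescence / Read-out: % reporter activation, DMSO baseline versus tunicamycin full activation / Benchmarks: tunicamycin and DMSO controls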
UPR XBP1 act = adaptive UPR (XBP1) activation | CHO-XBP1 luciferase reporter, IRE1-XBP1 UPR activation, luminescence; percent of tunicamycin response, DMSO as zero | activation, % at 20 µM | 0.33% of 330,000 active | AID 463104;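 active = versus positive control, 20 µM dose yields 30% or more activation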;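 also: 100% = tunicamycin at 10 µg/mL and 0% = DMSO only wells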
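Material: CHO cell line with stable XBP1 luciferase reporter; schedule: 16-18 h cell attachment at 37 °C, then 6 h compound exposure; signal: glow luminescence from Steady-Glo reagent; medium: serum-containing F12 medium, 10% FBS; benchmarks: tunicamycin 10 µg/mL and vehicle-only wells; read-out: percent activation relative to tunicamycin reference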
NLRP3 yeast inh = inhibitors of NALP3 inflammasome in yeast | Yeast reconstituted NLRP3/ASC/caspase-1, beta-gal luminescence, 24 h | inhibition, % at 10 µM | 0.39% of 330,000 active;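 active = inhibition of 50% or more; inactive = inhibition below 50%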;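 also: plate controls were induced DMSO wells for no effect and uninduced yeast grown without galactose for full effect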
* = called active by the depositor; / = not tested or not shown.

Values run as follows: tim23-1 inh	APJ ag	Mdm2-MdmX inh	NR3A LBD binder	tim10-1 inh	TIM10 inh	CHOP UPR activ	UPR XBP1 act	NLRP3 yeast inh
Cc1cc(NC(=O)c2c(-c3c(Cl)cccc3Cl)noc2C)n(C)n1
    -1.7	-4.8	6.8	2.0	-0.1	-0.1	-1.2	-1.6	2.9
CCOc1ccc(NC(=O)CCSc2ccc3ccccc3n2)cc1
    27.2	-2.0	-41.3	-9.3	22.9	9.4	5.9	-0.1	15.2
Cc1ccc(N(C(C)C(=O)O)S(=O)(=O)c2c(C)[nH]c(=O)[nH]c2=O)cc1 (centres undefined)
    -4.8	-2.8	0.8	-2.6	2.2	10.6	-1.0	-3.1	6.4
CC(=O)Nc1ccc(S(=O)(=O)N2CCC(C(=O)Nc3nccs3)CC2)cc1
    9.6	1.2	14.3	-0.7	11.2	-8.7	0.8	0.6	24.8
CCn1cc(C(=O)NCCN(CC(C)C)CC(C)C)c(=O)c2cc(S(=O)(=O)N3CCOCC3)ccc21
    -9.9	4.7	-2.3	-1.6	-0.7	2.7	1.2	-3.7	7.8
CCN(CC)CCNC(=O)CNC(=O)c1nn(-c2ccc(OC)cc2)c(=O)c2ccccc12
    -5.6	-1.9	5.5	-0.3	23.5	-9.2	-0.1	-4.2	-2.9
COc1ccc(C2=NN(CN3C(=O)C(=O)c4ccccc43)C(c3ccc(Br)cc3)C2)cc1 (centres undefined)
    4.9	-4.0	7.2	-0.1	14.0	2.6	18.3	-1.0	29.2
O=C(COC(=O)Cc1ccccc1F)Nc1ccc(SC(F)F)cc1
    29.9	-1.1	12.7	-3.9	18.1	16.7	-0.1	-0.8	18.2
Cc1ccccc1OCCNC(=O)/C=C/c1ccc([N+](=O)[O-])cc1
    26.4	-2.4	-15.7	-2.2	15.4	11.5	3.4	0.1	25.2
Cc1cccc(N(C)C(=O)c2cc3c(=O)[nH]c4ccc(C)cc4c3s2)c1
    6.5	-3.2	60.9*	-1.6	11.9	-17.9	1.4	3.2	-0.8
Cn1ccnc1Sc1ccc(/C=N/NC(=O)c2ccccc2[N+](=O)[O-])cc1[N+](=O)[O-]
    4.0	-3.3	-10.7	4.8	9.6	-9.7	-0.5	-1.1	10.3
CCCn1c(N)c(CC)c(=O)[nH]c1=O
    6.6	-1.9	15.8	-4.1	0.4	-42.0	0.2	-1.1	5.8
Cc1nn(Cc2ccc(Cl)c(Cl)c2)c(C)c1NC(=O)c1cc(C2CC2)on1
    56.6*	-0.2	0.5	-0.9	57.0*	43.0*	-1.1	-3.5	0.8
CCOc1ccccc1NC(=O)NC1CCN(CC(=O)Nc2ccc3c(c2)OCCO3)CC1
    -90.3	-2.4	-12.4	0.6	-57.2	-32.7	0.0	-3.5	1.7
Cc1nc(N2CCOCC2)nc(Oc2ccccc2F)c1[N+](=O)[O-]
    -8.2	-0.7	36.7	-0.9	12.0	-6.9	2.2	1.1	3.4
Cc1cc(C)c2nc(N3CCC(C(=O)N4CCN(C(=O)c5ccco5)CC4)CC3)sc2c1
    17.7	0.7	27.0	1.0	12.5	11.5	0.8	2.3	20.6
O=C(O)c1ccc(S(=O)(=O)N2CCC(NC(=O)C3CCCCC3)CC2)cc1
    3.3	0.8	-5.5	-1.9	-14.3	3.5	1.0	-1.2	-2.9
O=C1CC(NCc2ccncc2)C(=O)N1c1ccccc1 (centres undefined)
    -3.4	-3.1	18.2	0.9	-13.1	-23.4	-1.3	-3.5	11.8
O=c1[nH]ncc(N2CCN(C(c3ccccc3)c3ccccc3)CC2)c1Cl
    28.7	0.3	-9.9	-3.7	-19.5	-1.9	0.4	-1.8	-7.2
C=CCOc1nc2c(c(=O)n(Cc3ccc(Cl)c(Cl)c3)c(=O)n2C)n1C
    16.5	-2.4	27.9	-3.2	24.2	3.5	0.3	-5.8	24.1
Cc1ccc2c(=O)cc(C(=O)NCc3ccccc3)oc2c1C
    31.6	-4.0	21.2	-3.5	-2.5	31.1	1.3	-0.2	10.8
Cc1ccc(C)c(OCC(=O)NNC(=O)CCN2CCN(c3ccccc3)CC2)c1
    7.1	-5.3	9.4	-0.3	9.3	1.1	0.6	1.2	8.4
Cn1cnnc1SCC(=O)Nc1nc(-c2ccc(F)cc2)cs1
    6.7	2.4	16.8	0.6	-2.3	8.2	-0.2	1.9	5.6
CCOc1nc(-c2ccccc2)ccc1-c1noc(-c2ccncc2)n1
    -12.5	-3.7	26.1	2.8	-0.8	-6.4	5.3	0.8	4.1
CC(=O)N1CCN(S(=O)(=O)c2cccc(C(=O)OCC(=O)N(Cc3ccccc3)C(C)(C)C)c2)CC1
    6.7	-3.0	4.5	0.3	10.2	4.3	0.4	-0.3	-15.6
CCC(Oc1ccccc1OC)C(=O)N1CC(=O)Nc2ccccc21 (centres undefined)
    7.7	-0.6	-18.7	1.3	4.6	-6.1	0.6	-1.1	-12.4
Cc1ccccc1OCc1nc2ccccc2c(=O)n1/N=C/c1cn[nH]c1-c1ccccc1
    24.4	3.5	13.9	-2.6	6.7	24.8	4.2	2.8	23.1
Cc1ccc(NC(=O)CSc2nnc(-c3n[nH]c4ccccc34)n2-c2ccccc2)c(C)c1
    -17.4	-0.4	23.9	-3.4	1.2	-0.8	-0.6	-5.0	1.4
CCCNC(=O)c1oc2ccc3c(c2c1C)C=CC(C)(C)O3
    23.2	-3.0	-92.2	-6.6	4.7	15.1	8.5	4.2	32.1
CCN(CC)c1ccc(-c2nn3c(-c4ccccc4OC)nnc3s2)cc1
    41.3	-1.5	76.3*	0.3	34.6	35.0	2.3	30.4*	16.4

Full records as entered above:
Cc1ccc(N(C(C)C(=O)O)S(=O)(=O)c2c(C)[nH]c(=O)[nH]c2=O)cc1 (centres undefined) as listed: tim23-1 inh: -4.8; APJ ag: -2.8; Mdm2-MdmX inh: 0.8; NR3A LBD binder: -2.6; tim10-1 inh: 2.2; TIM10 inh: 10.6; CHOP UPR activ: -1.0; UPR XBP1 act: -3.1; NLRP3 yeast inh: 6.4
Cc1cccc(N(C)C(=O)c2cc3c(=O)[nH]c4ccc(C)cc4c3s2)c1 as listed: tim23-1 inh: 6.5; APJ ag: -3.2; Mdm2-MdmX inh: 60.9*; NR3A LBD binder: -1.6; tim10-1 inh: 11.9; TIM10 inh: -17.9; CHOP UPR activ: 1.4; UPR XBP1 act: 3.2; NLRP3 yeast inh: -0.8

Continuation.
Values run as follows: tim23-1 inh	APJ ag	Mdm2-MdmX inh	NR3A LBD binder	tim10-1 inh	TIM10 inh	CHOP UPR activ	UPR XBP1 act	NLRP3 yeast inh
CCOC(=O)c1c(NC(=O)COC(=O)Cn2c(C)nc3ccccc32)sc2c1CCCC2
    43.0	-3.3	9.1	-12.2	16.6	21.5	-1.7	-3.8	12.1
COc1ccccc1N1C(=O)C(Cl)=C(N2CCCC2)C1=O
    16.8	-2.8	6.6	-0.1	8.9	1.2	-0.5	-3.4	14.9
O=C(NCCSc1ccccc1)c1ccc(Br)cc1
    -6.0	1.2	-180.4	0.2	-24.5	-33.8	2.4	0.8	45.1
CC(=O)NCCOc1nc(N(C)C)nc(N2CCCCC2)n1
    16.5	-3.4	-11.7	1.4	2.2	-6.7	-0.5	0.7	7.5
COc1ccccc1[C@@H]1C(c2ccccc2)=NN(c2ccccc2)[C@H]1C(=O)N1CCOC1=O
    48.5	/	1.4	-4.7	24.9	12.2	4.9	1.9	/
Cc1ccc(/C=N/n2c(C)cc(C)c(C#N)c2=O)o1
    0.5	-3.8	-2.5	-2.6	6.0	-4.2	1.7	-3.3	3.4
O=C(Nc1nnc(Cc2ccc(F)cc2)s1)Nc1ccccc1F
    11.0	1.4	16.8	1.9	3.9	6.3	2.2	-4.5	6.9
CCOC(=O)N1CCN(S(=O)(=O)c2ccc(OC)cc2)CC1
    10.8	-2.3	10.9	-0.7	-1.1	-5.2	-0.9	-2.7	29.0
Cc1cnc(NC(=O)Nc2ccccc2)c(C)n1
    6.8	-3.9	8.2	0.9	9.7	16.7	-0.2	-2.6	4.3
Cc1cc(C)n2cc(CSc3ccc(Cl)cc3)nc2n1
    25.0	-3.9	-10.0	-0.1	21.6	11.9	3.6	3.1	-20.6
O=C(c1ccc(S(=O)(=O)N2CCOCC2)cc1)N1CCc2ccccc21
    8.3	-3.3	8.0	-3.0	0.8	-7.2	0.7	-1.4	10.5
Cc1nc(CNS(=O)(=O)c2ccc(Br)cc2)cs1
    21.9	-2.4	-15.4	-1.0	-2.4	10.7	0.3	-2.9	14.6
CSc1ccc(CN(C)C(=O)CCNS(=O)(=O)c2ccc(C)c(C)c2)cc1
    10.1	-4.8	12.6	2.5	4.4	-19.1	-0.9	-5.0	-1.9
Cc1cc(C)c(-n2c(O)c(C=NCCN3CCOCC3)c(=O)[nH]c2=O)c(C)c1
    0.2	-0.6	-1.1	-3.1	7.6	-5.8	-0.6	-1.3	38.3
O=C(O)CC(NC(=O)C12CC3CC(CC(C3)C1)C2)c1ccc2c(c1)OCO2 (centres undefined)
    -6.0	-1.9	-12.3	-2.8	1.8	9.2	-0.8	-0.5	24.4
CS(=O)(=O)N1CCc2cc(-c3csc(NC(=O)Cc4ccccc4)n3)ccc21
    12.6	2.8	43.4	-14.1	20.8	6.5	0.8	-5.1	8.9
Cc1cc(Cl)c(S(=O)(=O)NCC2CCCO2)cc1OCC(N)=O (centres undefined)
    12.4	0.5	-32.8	4.6	12.7	11.4	-3.1	-1.1	1.3
O=C(NCCc1ccncc1)Nc1cccc(Cl)c1
    6.3	5.9	-30.1	-17.8	10.8	14.5	-0.8	-2.5	12.2
COc1ccccc1N1CCN(CC(=O)Nc2ccc(-n3cnnn3)cc2)CC1
    7.8	-0.5	9.4	-2.0	9.2	9.4	0.5	0.3	-1.3
CCOCCCNC(=O)C1CCN(S(=O)(=O)N(CC(C)C)CC(C)C)CC1
    24.9	-1.4	0.6	7.3	22.4	25.2	-0.2	-5.3	14.5
Cc1cccc(N2C(=O)CN=C2Nc2nc(C)cc(C)n2)c1
    5.1	0.2	-14.2	5.7	11.5	6.8	0.5	-1.0	1.5
CCOc1cc(-c2nccc3cc(OC)c(OC)cc23)cc(OCC)c1OCC
    29.0	-0.6	45.5	-3.6	16.0	21.1	1.6	5.0	14.9
CNC(=O)C(=O)NCC1OCCCN1S(=O)(=O)c1ccc2c(c1)OCCO2 (centres undefined)
    -2.9	0.9	14.7	-0.3	-4.7	3.8	0.8	-4.2	7.5
Cc1nnc(SCCn2c(N(C)Cc3ccccc3)nc3c2c(=O)[nH]c(=O)n3C)s1
    15.2	-3.6	21.0	-2.4	8.1	-2.9	1.5	-0.8	6.1
COc1ccc(Br)cc1CN(C)C(=O)c1ccc2c(c1)NC(=O)C(C)S2 (centres undefined)
    7.9	-0.7	17.5	0.1	39.8	37.9	-2.0	0.9	-1.2
